Screening data (PubChem BioAssay)
RGS4 act: RGS4 potentiation or activation; B-score at 10 µM; hit rate 0.92% among 310,000; AID 463111; HEK293 M3R/inducible RGS4, carbachol calcium flux Fluo4; hits give low values;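 active means B-score of the integrated calcium signal more than 4 SD below the library mean, with starting fluorescence not abnormally high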;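 further: negative B-score means reduced calcium response which marks RGS4 activation or potentiation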
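Assay system: HEK293 FlpIn-TREx cells, stable M3R, doxycycline-inducible RGS4 / Probe or stimulus: carbachol, ECmax concentration / Times: overnight RGS4 induction, 30 min dye load 37 °C, 20 min compound RT / Signal: kinetic calcium fluorescence imaging with Fluo4-AM dye, 2 µM / Measure: Agonist-evoked peak-minus-minimum fluorescence over baseline, integrated ratio, B score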
GSK3A inh: blocks human GSK-3 alpha kinase | AID 2650 | ADP-Glo luminescence, 60 min | inhibition, % at 10 µM | P49840 | hit rate 0.1% among 320,000;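 in the data active means inhibition above about 50%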;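 further: GST-tagged GSK-3 alpha with peptide substrate and 25 µM ATP; 0% = DMSO neutral wells and 100% = GW8510 positive control wells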
Target sequence (P49840 whole entry, looked up): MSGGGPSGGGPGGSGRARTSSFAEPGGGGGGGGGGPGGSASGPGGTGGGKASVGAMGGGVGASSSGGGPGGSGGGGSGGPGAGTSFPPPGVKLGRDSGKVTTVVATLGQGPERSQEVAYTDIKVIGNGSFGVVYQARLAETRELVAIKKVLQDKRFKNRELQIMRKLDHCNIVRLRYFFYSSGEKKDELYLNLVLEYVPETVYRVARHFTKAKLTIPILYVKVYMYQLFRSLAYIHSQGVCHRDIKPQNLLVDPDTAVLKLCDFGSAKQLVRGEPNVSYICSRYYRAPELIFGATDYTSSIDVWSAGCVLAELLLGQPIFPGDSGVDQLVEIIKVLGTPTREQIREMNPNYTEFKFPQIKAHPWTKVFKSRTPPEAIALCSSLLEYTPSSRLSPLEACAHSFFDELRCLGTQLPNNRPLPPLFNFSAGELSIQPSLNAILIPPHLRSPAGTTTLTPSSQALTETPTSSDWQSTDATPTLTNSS
hERG rescue: hERG (human) protection from proarrhythmic block; AID 1511; CHO-hERG, FluxOR thallium flux, dofetilide IC70 present; activation (rescue from dofetilide block), less the hit threshold, % at 10 µM; hit rate 0.51% among 310,000;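 active means activation above the mean of controls blocked by dofetilide plus 5 SD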;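 further: thallium influx through hERG after potassium depolarization seen as dye fluorescence rise; in these data hits start at about 4.7%; inactives centre near -7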
HDAC3 inhib: blocks human histone deacetylase 3 | O15379 | recombinant HDAC3, fluorogenic peptide/trypsin coupled, fluorescence | inhibition, % at 8.3 µM | hit rate 0.15% among 320,000; in the data active means inhibition above about 26%, passing the limit was not always enough
Target sequence (O15379 whole entry, looked up): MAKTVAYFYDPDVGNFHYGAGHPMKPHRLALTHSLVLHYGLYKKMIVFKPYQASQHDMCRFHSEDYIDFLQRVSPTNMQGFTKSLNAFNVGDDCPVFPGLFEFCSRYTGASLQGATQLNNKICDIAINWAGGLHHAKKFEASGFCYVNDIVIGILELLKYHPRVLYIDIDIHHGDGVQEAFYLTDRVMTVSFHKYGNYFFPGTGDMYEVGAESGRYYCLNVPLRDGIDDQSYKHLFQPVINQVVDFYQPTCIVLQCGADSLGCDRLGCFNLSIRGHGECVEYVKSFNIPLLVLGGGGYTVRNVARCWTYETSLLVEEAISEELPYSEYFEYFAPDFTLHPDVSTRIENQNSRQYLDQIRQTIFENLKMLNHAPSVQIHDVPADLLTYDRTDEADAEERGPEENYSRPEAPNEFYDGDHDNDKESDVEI
Dyrk1A ADPGlo: Dyrk1A (rat) kinase inhibition | Q63470 | ADP-Glo luminescence, NFATc1 peptide | inhibition, % at 12.5 µM | hit rate 0.43% among 310,000 | AID 504441; in the data active means inhibition above about 50%;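 further: plate controls were vehicle with enzyme for no effect and no enzyme for full effect; many of its hits are not listed in these tables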
KCNQ1 block: inhibitors of human KCNQ1 potassium channel. P51787. hit rate 1.3% among 310,000. CHO-K1 KCNQ1, FluxOR thallium flux fluorescence; hits give high values. B-score at 10 µM;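 active means compounds whose thallium flux B-score, printed positive for inhibition, exceeds three library SD while starting fluorescence stays within three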;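 further: channel opened by potassium depolarization with thallium stimulus after 20 min compound exposure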
KCNQ1 act: human KCNQ1 channel potentiation or activation. CHO-K1 KCNQ1, thallium flux FluxOR fluorescence; hits give high values. B-score at 10 µM. hit rate 0.35% among 310,000. AID 2648;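 active means fluorescence ratio B-score, a plate-corrected score, at least three library SD, with initial intensity B-score within 5 SD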
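Material: CHO-K1 cells stably expressing KCNQ1. Medium: assay buffer for compound exposure, DMSO matched across wells. Reagent: K+/Tl+ depolarizing stimulus. Compound dosing: single-concentration screen. Times: 37 °C overnight plating, 90-min dark dye load, 20-min compound pretreatment. Technique: FluxOR Tl+ flux fluorescence.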
GSK3beta inhib: blocks human GSK3beta kinase activity; P49841; GST-GSK3beta kinase, ADP-Glo luminescence, 60 min; hits give low values; activity score (negative = inhibition), % at 10 µM; hit rate 0.038% among 300,000; AID 2097;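 active means more than half of replicate wells score below -50%, meaning over 50% inhibition versus plate controls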;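 further: 0% = median DMSO wells and -100% = median GW8510 positive control wells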
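test system = GST-tagged human GSK3beta kinase, cell-free | reagent = 25 µM ATP with peptide substrate | dosing = one dose of 10 µM per compound | schedule = 60 min reaction, RT | detection = luminescent ADP-Glo measurement of ADP formed | control set = DMSO neutral wells and GW8510 at 20 µM as positive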
KCNK9 inh: inhibitors of human KCNK9 two-pore domain potassium channel. B-score at 10 µM. HEK293 KCNK9, FluxOR thallium flux fluorescence; hits give low values. Q9NPC2. AID 488922. hit rate 1.2% among 310,000;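 active means ratio B-score over 3 SD below the library mean, with starting fluorescence within 5 SD of its mean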;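 further: negative B-score means less thallium flux so channel inhibition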
KCNK3 block: human KCNK3 channel inhibition, primary screen. O14649. CHO-KCNK3 thallium flux, FluxOR fluorescence; hits give low values. B-score at 10 µM. hit rate 0.84% among 340,000. AID 602410;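 active means B-score under library mean minus 4 SD, starting fluorescence ratio at most library mean plus 5 SD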;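 further: more negative B-score means stronger inhibition of thallium flux through KCNK3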
PolyA inh: blocks polyadenylation in yeast reporter cells; hit rate 0.02% among 300,000; calls only at 12 µM; S. cerevisiae SKY197-pL101 polyadenylation reporter, beta-gal luminescence; efflux-impaired pdr1/pdr3 knockout yeast; score 100 = 6 SD above DMSO;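 active means lowest replicate activity score at least 50, where 100 means six control SD above control mean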;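 further: yeast exposed to compound for 9 h at 30 °C; higher score means more reporter readthrough which indicates perturbed polyadenylation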
The depositor's hits bear a star; i = inactive; nt = no result given.

structure,RGS4 act,GSK3A inh,hERG rescue,HDAC3 inhib,Dyrk1A ADPGlo,KCNQ1 block,KCNQ1 act,GSK3beta inhib,KCNK9 inh,KCNK3 block,PolyA inh
CCOC(=S)SCc1cn2ccc(C)cc2n1,i,-0.1,-5.9,5.9,-0.7,i,i,2.0,i,i,i
Cc1ccc(-c2cc(C(=O)N3CCOCC3)c3cc(C)ccc3n2)cc1,i,-0.9,-17.7,-2.8,5.9,i,i,2.3,i,i,i
CCc1cccc(NC2c3ccccc3C(=O)N2c2cccnc2)c1 (configuration not stated),i,-1.3,-13.3,-3.1,5.3,i,i,0.3,i,-10.6*,i
CCOCCCNC(=O)C(NC(=O)Cc1cccs1)c1ccc(Cl)cc1 (configuration not stated),i,-0.9,-4.0,-2.2,-0.7,i,i,3.7,i,i,i
COC(=O)c1ccc2c(=O)n(Cc3ccco3)c(SCC(=O)Nc3cc(C)on3)nc2c1,i,1.0,-8.6,-4.2,-3.8,i,i,-2.1,i,i,i
CCCCN(CCCNC(=O)Cn1ncc2ccsc2c1=O)Cc1ccccc1,i,-0.7,-1.8,8.8,-2.5,i,i,-1.4,i,i,i
O=C(CNCC1CCCO1)N1CCCCCC1 (configuration not stated),i,-0.4,-3.1,-1.6,1.1,i,i,-0.6,i,i,i
CCOC(=O)C1C(c2ccc(C(=O)O)cc2)NC(=O)NC1(O)C(F)(F)F (configuration not stated),i,0.1,-8.4,5.1,1.3,i,i,0.3,i,i,i
CCOC(=O)N1CCC(Nc2c(N3CCN(c4cc(Cl)ccc4C)CC3)c(=O)c2=O)CC1,i,-0.5,-7.7,-0.9,0.1,i,i,5.2,i,i,i
O=C(NC1CCCC1)C(c1ccccc1)N(Cc1ccccc1)C(=O)c1csnn1 (configuration not stated),i,-1.2,-8.5,3.5,-3.9,i,i,-0.6,i,i,i
CC(C)CC(=O)NC(=S)Nc1ccc(N2CCOCC2)c(Cl)c1,i,-0.6,-10.1,-4.6,-1.0,i,i,-2.9,i,i,nt
CCN(CC)S(=O)(=O)c1cccc(C(=O)Oc2cccnc2)c1,i,-1.7,-13.3,4.6,7.4,i,i,-3.6,i,i,i
CC(C)=CCc1c(C)nc2ccccc2c1C(=O)O,i,11.7,-6.6,-2.5,2.1,i,i,-2.7,i,i,i
O=C(Nc1ccccc1)N1N=C(c2cccs2)CC1c1cccs1 (configuration not stated),i,-0.6,-12.1,-2.2,-0.5,i,i,3.1,i,i,i
COc1ccc(-c2ccc(SCC(=O)NCc3ccc4c(c3)OCO4)nn2)cc1OC,i,-8.4,-9.3,-1.5,nt,i,i,-0.2,i,i,i
COc1ccc(OC)c(S(=O)(=O)N2CCC3(CC2)OCCN3S(=O)(=O)c2ccccc2)c1,i,-2.7,-10.3,-8.9,-5.4,i,i,1.8,i,i,i
C[C@@H](C(=O)Nc1ccc2ccccc2c1)[C@@H]1C[C@@]1(C)[C@@H](NC(=O)c1cccnc1)c1ccccc1,i,-1.2,-3.7,2.1,5.3,i,i,4.7,i,i,i
CCn1c(O)c(N=NC(=O)CNC(=O)/C=C/c2ccccc2)c2ccccc21,i,-1.3,-10.8,6.3,-1.7,i,i,3.6,i,i,i
Cn1nc(C(F)(F)F)c(-c2ccccc2)c1NC(=O)c1nccnc1C(=O)O,i,-2.9,-4.8,-4.0,-7.6,i,i,6.8,i,i,i
CCOc1ccccc1CNC(=O)C1CCC(=O)N1C(C)C (configuration not stated),i,-3.3,-8.9,8.9,-6.3,i,i,-0.5,i,i,i
COc1ccc(N2CCN(C(=O)COc3ccc4c(C)cc(=O)oc4c3)CC2)cc1,i,-1.2,-7.4,-11.0,nt,i,i,8.6,i,i,i
Cc1cc(C(=O)NCc2cccs2)c(C)o1,i,-2.2,-9.4,-2.1,-0.5,i,i,-0.6,i,i,i
O=C1CC(c2ccccc2)CC(O)=C1C=Nc1ccccc1Cl (configuration not stated),i,-3.1,-14.4,5.1,-0.3,i,i,1.7,i,i,i
COc1ccc(/C(C)=N\NC(=O)CSc2nnc(C)s2)cc1,i,0.2,-6.5,0.3,-0.6,i,i,0.4,i,i,i
O=C(NCC1CCCO1)C(c1ccc(F)cc1)N(CCCN1CCOCC1)C(=O)c1ccc(-c2ccccc2)[nH]1 (configuration not stated),i,-0.6,-7.6,14.4,nt,i,i,-2.8,i,nt,i
O=C(c1ccc(-c2nnc(-c3ccccc3)o2)cc1)N1CCCCCC1,i,1.2,-7.8,-3.4,2.4,i,i,-2.0,i,i,i
COCCCn1c(SCC(=O)NC2CCCCC2)nnc1-c1ccncc1,i,8.2,-1.4,-2.6,50.8*,i,i,0.2,i,i,i
Cc1cc(C(=O)C(=O)N(C)C)c(C)n1-c1ccc(Cl)cc1,i,-2.4,-0.6,2.4,-3.2,i,i,2.6,i,i,i
CC(C)c1ccc(NC(=O)NCc2ccccn2)cc1,i,-2.0,-0.1,-9.5,8.2,i,i,1.0,i,i,i
Cc1cc(C)c(C(N)=O)c(Nc2cccc(Cl)c2C)n1,i,-0.7,-4.6,-0.2,12.0,i,i,-0.1,i,i,i
CCOC(=O)C(C(C)=O)c1nc(C)nc2c1nnn2Cc1ccccc1Cl (configuration not stated),i,nt,-10.1,nt,-2.6,i,i,-1.4,i,i,i
CC(C)CNC(=O)C(=O)NC1CCCC1,i,-1.3,-5.1,-1.3,1.3,i,i,-1.2,i,i,i
COc1ccc(/C=C/C(=O)c2ccc3c(c2)OCO3)c(OC)c1,i,-1.0,-5.0,15.3,4.6,i,i,2.9,i,i,i
O=C(Cc1ccc(-n2c(=O)c3sccc3n(Cc3ccc(F)cc3)c2=O)cc1)NCc1ccco1,i,1.3,-5.0,2.5,5.1,i,i,-0.7,i,i,i
COc1ccccc1N1CCN(/N=C/c2cc(OC)c(OC(C)=O)c(OC)c2)CC1,i,1.1,-10.2,3.2,-2.5,i,i,-0.3,i,i,i
COc1ccc(-c2cc(=O)oc3c(C)c(OCC(=O)NCCCn4ccnc4)ccc23)cc1,i,-0.2,-13.9,0.0,1.4,i,i,-1.2,i,i,i
O=C(CCc1ccccc1)NNC(=O)c1ccccc1Br,i,0.7,-4.6,1.4,-1.6,i,i,2.5,i,i,i
O=C1CC(c2ccco2)Cc2nc(Nc3ccc(F)cc3)ncc21 (configuration not stated),i,16.0,-6.7,4.3,4.5,i,i,1.0,i,i,i
COc1ccc(OC)c(N(CC(=O)N2CCN(c3cc(Cl)ccc3C)CC2)S(C)(=O)=O)c1,i,-2.2,-6.8,-0.5,5.9,i,i,1.2,i,i,i
CC(/C=N/n1c(-c2ccccn2)n[nH]c1=S)=C\c1ccccc1,i,-4.3,-9.4,5.5,nt,i,i,3.2,i,i,i
CC(C)CN(C(=O)CCCOc1ccc(Cl)cc1Cl)c1c(N)n(Cc2ccccc2)c(=O)[nH]c1=O,i,8.3,-8.0,5.7,2.7,i,i,0.5,i,i,i
CC(C)(C)c1ccc(C(=O)NCCC(=O)N2CCCC2)cc1,i,2.1,-10.3,-4.1,-4.0,i,i,3.6,i,i,i
Cc1cccc(OCC(O)CN2CC3(C)CC2CC(C)(C)C3)c1 (configuration not stated),i,-2.1,-3.8,5.1,-4.8,i,i,1.3,i,i,i
COc1cc2cc(CN(C(=O)NC3CCCCC3)C3CCCC3)c(=O)[nH]c2cc1OC,i,-4.1,-6.0,-0.3,7.0,i,i,-9.3,i,i,i
C=C(C)Cn1c(N2CCCC2)nc2c1c(=O)n(C)c(=O)n2C,i,0.1,-8.8,-4.6,-0.8,i,i,-4.9,i,i,i
CCN(CC)S(=O)(=O)c1ccc(OC)c(NC(=O)c2cccs2)c1,i,-1.8,-10.4,-4.0,11.0,i,i,0.2,i,i,i
CCOC(=O)Cn1c2[n+](c3ccccc31)CC(O)CS2 (configuration not stated),i,-1.2,-1.4,4.0,-0.9,i,i,-5.1,i,i,i
CCOC(=O)CSc1nc2cc(C(=O)NCc3ccco3)ccc2c(=O)n1-c1ccc(F)cc1,i,-2.1,-6.2,-2.4,-4.3,i,i,0.9,i,i,i
O=C(CNc1ccccc1F)Nc1cccc2ccccc12,i,-2.2,-2.8,4.3,0.8,i,i,nt,-11.5*,-14.4*,i
CC(C)CCNC(=O)C1c2ccccc2Oc2ccccc21,i,-4.4,-1.9,7.7,0.5,i,i,1.8,i,i,i

Next part.
structure,RGS4 act,GSK3A inh,hERG rescue,HDAC3 inhib,Dyrk1A ADPGlo,KCNQ1 block,KCNQ1 act,GSK3beta inhib,KCNK9 inh,KCNK3 block,PolyA inh
Cc1ccccc1C(=O)NCC(=O)OC(C)C(=O)Nc1ccnn1C(C)C (configuration not stated),i,-0.5,-3.7,7.1,-2.9,i,i,-2.0,i,i,i
CCOC(=O)C1CCCN(Cc2ccc(OC)c(OCc3ccccc3)c2)C1 (configuration not stated),i,-6.5,-7.8,0.1,0.2,i,i,-1.6,i,i,i
COC(=O)C1(Cc2ccc(O)cc2)OC(=O)C(O)=C1c1ccc(O)cc1 (configuration not stated),i,0.0,-5.4,-0.5,11.8,i,i,0.6,i,i,i
Cc1ccc(NC(=O)Cc2noc3ccccc23)c(C)c1,i,-1.1,-2.8,3.3,8.7,i,i,-2.6,i,i,i
N#C/C(=C\c1ccncc1)c1nc2ccccc2c(=O)[nH]1,i,3.1,-11.5,0.7,5.2,i,i,-0.5,i,i,i
O=C(C/C=N\OCc1c(Cl)cccc1Cl)Oc1ccc(Cl)cc1Cl,i,-3.2,-4.9,-2.7,4.0,i,i,-3.8,i,i,i
Cc1ccc(N(C(=O)CCCC(=O)Nc2ccccn2)C(C(=O)NC2CCCC2)c2ccc(O)cc2)cc1C (configuration not stated),i,2.1,-17.5,-0.8,1.1,i,i,nt,i,i,i
O=C(N/N=C/c1ccc(OCC(=O)N2CCCC2)cc1)C(=O)NC1CC1,i,-3.1,-7.0,10.0,1.4,i,i,0.4,i,i,i

Not all compounds are listed; the hit share may differ from the screen's.
